KCNQ2 block – KCNQ2 potassium channel inhibitors, primary screen, cell-based, CHO-K1, FluxOR thallium flux, B-score (AID 2156); 20 min; active compounds read low; hit rate 1.1% among 310,000; Potassium voltage-gated channel subfamily KQT member 2 (Rattus norvegicus), O88943; B-score at 10 µM;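 active = fluorescence ratio B-score at most minus 3 library SDs, with starting brightness B-score within 2 library SDs, cut at about -5.5 in these data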
OX1R FRET antag – antagonists of human orexin 1 receptor (OX1R); OX1R-expressing cells, FRET antagonist read-out; Orexin/Hypocretin receptor type 1 (Homo sapiens), O43613; inhibition, % at 6.6 µM; hit rate 1.8% among 330,000; AID 485270, 2010; in the data active = inhibition mostly above about 38%, no sharp cut-off; inactive = mostly below about 40%;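 note: 0% = agonist challenge alone and 100% = reference antagonist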
Target sequence (O43613 whole entry, looked up): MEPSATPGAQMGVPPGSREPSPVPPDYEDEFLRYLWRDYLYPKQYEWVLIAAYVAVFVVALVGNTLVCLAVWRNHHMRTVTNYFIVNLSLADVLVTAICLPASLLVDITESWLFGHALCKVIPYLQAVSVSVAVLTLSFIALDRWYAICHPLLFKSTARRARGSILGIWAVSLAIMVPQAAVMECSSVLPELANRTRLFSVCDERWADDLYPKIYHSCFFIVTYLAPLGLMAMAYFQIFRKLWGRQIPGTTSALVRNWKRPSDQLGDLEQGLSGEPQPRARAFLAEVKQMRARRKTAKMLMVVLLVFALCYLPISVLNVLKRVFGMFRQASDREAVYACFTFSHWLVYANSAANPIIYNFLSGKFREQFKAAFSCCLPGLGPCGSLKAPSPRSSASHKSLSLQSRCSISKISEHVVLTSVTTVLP
STK33 kinase inh – inhibitors of purified STK33 kinase, primary screen, biochemical, ADP-Glo luminescence, homogeneous, cell-free; hit rate 0.073% among 320,000; AID 2661, 2010; MBP phosphorylation; inhibition, % at 10 µM; Serine/threonine-protein kinase 33 (Homo sapiens), Q9BYT3;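 active = inhibition at or above 25%, using the most active replicate where run in duplicate; inactive = inhibition below 25%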
Target sequence (Q9BYT3 whole entry, looked up): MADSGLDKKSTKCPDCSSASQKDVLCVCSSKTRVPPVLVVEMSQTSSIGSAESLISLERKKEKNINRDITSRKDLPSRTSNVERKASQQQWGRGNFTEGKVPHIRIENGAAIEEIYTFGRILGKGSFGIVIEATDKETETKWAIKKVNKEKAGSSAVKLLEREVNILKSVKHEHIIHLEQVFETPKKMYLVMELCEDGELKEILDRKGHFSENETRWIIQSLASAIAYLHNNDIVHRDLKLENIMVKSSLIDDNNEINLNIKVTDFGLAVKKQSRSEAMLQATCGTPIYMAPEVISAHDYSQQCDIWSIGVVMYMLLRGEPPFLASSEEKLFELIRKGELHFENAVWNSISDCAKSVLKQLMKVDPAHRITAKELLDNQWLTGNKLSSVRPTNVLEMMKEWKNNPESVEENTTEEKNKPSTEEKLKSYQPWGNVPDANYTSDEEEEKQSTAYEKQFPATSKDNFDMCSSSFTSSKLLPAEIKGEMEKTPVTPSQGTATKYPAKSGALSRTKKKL
* marks the source's active call; other numbers are inactive results; i = inactive; x = not tested or not shown. Rows were taken by chance; overall some 2.7% were active at least once.

OX1R FRET antag,KCNQ2 block,STK33 kinase inh,Molecule
3.6,x,-0.1,Cc1ccccc1OCC(=O)Nc1nc(-c2ccncc2)cs1
45.1,i,0.2,CCC(=Nc1ccc(N)cc1)C1=C(O)C(C(=O)OC)C(C)(C)CC1=O (stereo not given)
-0.3,i,-0.8,O=C(OCCN1CCOCC1)c1ccc2c(c1)OCCO2
22.6,i,-0.6,O=C(COC(=O)C1(c2ccc(F)cc2)CCCC1)NCc1ccc2c(c1)OCO2
18.1,i,1.5,CCOC(=O)C1C(=O)NC(N2CCc3ccccc32)=NC1c1ccccc1 (stereo not given)
15.8,i,-1.7,CCN1C(=O)/C(=C2\SC(=S)N(c3c(C)n(C)n(-c4ccccc4)c3=O)C2=O)c2ccccc21
18.8,x,-1.4,CCc1cccc(CC)c1-n1c(SCC(=O)N2CCCc3ccccc32)nc(O)cc1=O
11.9,i,0.0,CCN1CCN(CC2COc3ccccc3O2)CC1 (stereo not given)
47.8,i,1.9,CCOC(=O)c1cc2c(=O)n3ccccc3nc2n(Cc2ccco2)c1=NC(=O)c1ccccc1OC
9.3,i,-1.5,CC1(C)CC(=O)C(C=NCc2ccc3c(c2)OCO3)=C(O)C1
13.5,i,-1.6,Nc1cc(=O)[nH]c(SCC(=O)N2CCCc3ccccc32)n1
22.4,i,x,Cc1ccc(C(C)C)cc1OCCCCN1CCCC1
12.9,i,-2.1,COc1ccccc1CN(CC(=O)NCc1ccc2c(c1)OCO2)C(=O)c1csnn1
11.2,i,-1.0,CC(Sc1nc2ccccc2s1)C(=O)N(C)Cc1ccccc1 (stereo not given)
32.8,i,-1.7,C/C=C/c1ccc(OCC(=O)Nc2ccc(OC)c(OC)c2)c(OC)c1
20.9,i,0.2,CCCN1CCN(C(=O)CCNC(=O)Cn2cnc3ccccc3c2=O)CC1
9.0,i,-0.8,Cc1cc(NC(=O)/C(C#N)=C/c2ccc(-c3ccc(SC(F)F)cc3)o2)n(-c2ccccc2)n1
21.1,i,-1.0,Cn1ccnc1C1CCCCN1Cc1nc(-c2ccc(Cl)cc2)no1 (stereo not given)
2.9,i,-1.0,CCCNC(=O)c1ccccc1NC(=O)C1=CSCCO1
25.2,i,-0.5,Cc1c(NC(=S)NC(=O)c2ccc(-c3ccc(Cl)cc3)o2)cccc1C(=O)O
9.2,i,1.6,COCCCNC(=O)c1cn(Cc2c(F)cccc2Cl)nn1
5.7,x,-1.0,COc1ccc(Cl)cc1NC(=O)COC(=O)C1CCCCC1
3.8,x,1.0,CCN(C(=O)Cn1ccc(C(F)(F)F)n1)c1c(N)n(Cc2ccccc2)c(=O)[nH]c1=O
14.9,i,-0.2,CCOc1ccc(S(=O)(=O)n2ccc(C)n2)c2ccccc12
9.8,i,0.2,COC(=O)c1ccc(C(=O)OC)c(NC(=O)CN(C)Cc2ccccc2)c1

Among those listed so far, 4 contain fluorine.
OX1R FRET antag,KCNQ2 block,STK33 kinase inh,Molecule
22.6,i,-0.6,O=C(COC(=O)C1(c2ccc(F)cc2)CCCC1)NCc1ccc2c(c1)OCO2
9.0,i,-0.8,Cc1cc(NC(=O)/C(C#N)=C/c2ccc(-c3ccc(SC(F)F)cc3)o2)n(-c2ccccc2)n1
9.2,i,1.6,COCCCNC(=O)c1cn(Cc2c(F)cccc2Cl)nn1
3.8,x,1.0,CCN(C(=O)Cn1ccc(C(F)(F)F)n1)c1c(N)n(Cc2ccccc2)c(=O)[nH]c1=O

More structures follow:
OX1R FRET antag,KCNQ2 block,STK33 kinase inh,Molecule
x,i,-1.3,O=C(c1ccc(NS(=O)(=O)c2cccc(C(F)(F)F)c2)cc1)N1CCCC1
2.6,i,-0.2,CCn1c(SCC(=O)Nc2nnc(C)s2)nc2c(c1=O)SC(C)C2 (stereo not given)
6.2,x,-1.3,C[C@]12CCC(=O)C=C1CCC1C2CC[C@@]2(C)C1CCC21OCCO1 (stereo not given in full)
13.3,i,1.0,CCn1c(SCC(=O)N/N=C(\C)c2ccncc2)nnc1-c1ccccc1
12.1,i,0.5,N#C/C(=C\c1coc2ccccc2c1=O)C(N)=S
21.9,i,-0.1,CCOc1ccc(C(Nc2ccc(C)cc2)P2(=O)OCC(C)(C)CO2)cc1 (stereo not given)
26.6,i,0.2,Cc1ccc(NC(=S)NC(CO)C(O)c2ccc([N+](=O)[O-])cc2)cc1 (stereo not given)
10.1,i,-0.6,COc1cccc(-c2csc3nnc(SCC(=O)NCc4cccs4)n23)c1
16.7,i,-0.5,O=C(NCCCCCCNC(=O)OC1CCS(=O)(=O)C1)OC1CCS(=O)(=O)C1 (stereo not given)
43.1*,i,-2.3,N#CC(/C(=N/S(=O)(=O)c1cccs1)c1ccccc1)c1nc2ccccc2[nH]1 (stereo not given)
21.4,i,0.3,O=C(c1cccs1)N1C(=O)c2cccc3cccc1c23
10.2,i,-1.7,CC(=O)NCCc1nc2ccccc2n1Cc1cccc(C)c1
14.9,i,-0.6,Cc1cc(F)ccc1S(=O)(=O)N1CCCOC1CNC(=O)C(=O)NC1CCCCC1 (stereo not given)
7.5,i,0.4,O=C(CCSc1nnc(-c2ccncc2)o1)Nc1ccc(F)cc1
11.5,i,-3.0,CCOC(=O)NC(=O)CSc1nc(C)cc(C(F)(F)F)c1C#N
11.3,i,-1.6,CCn1c(SCC(=O)Nc2nc(C)cs2)nnc1C(C)NC(=O)c1ccccc1 (stereo not given)
10.8,i,-0.6,COc1ccc(N2CC(NS(=O)(=O)c3ccc4ccccc4c3)CC2=O)cc1 (stereo not given)
4.2,i,0.8,C/C(N)=C(/C#N)C(=O)COC(=O)C(NS(=O)(=O)c1ccc(Cl)cc1)C(C)O (stereo not given)
22.6,i,16.6,Nc1ccc(-c2ccc(C(=O)O)s2)cn1
4.4,i,-2.8,Cc1ccc(-n2[nH]c(C)c(C=Nc3ccc(S(=O)(=O)Nc4nccs4)cc3)c2=O)c(C)c1
15.7,i,-0.5,Cc1cccc(C(=O)Nc2ccc(C(=O)c3ccccc3)cc2)c1
2.9,i,1.0,O=C(c1ccccc1)c1c[nH]c(C(=O)C(Cl)(Cl)Cl)c1
19.0,i,-1.7,COc1ccc(Cl)cc1S(=O)(=O)N1CCCC1
22.6,i,-0.8,CC(=O)c1c(C)[nH]c(C(=O)OCC(=O)NCCC(C)C)c1C
33.0,i,-0.5,CCOC(=O)C1CCN(S(=O)(=O)c2ccc3c4c2CC(=O)N4CC(C)S3)CC1 (stereo not given)
10.2,i,1.7,Cc1ccc(N2CC(C(=O)N3CCCc4ccccc43)CC2=O)cc1 (stereo not given)
19.9,i,-0.8,Cc1cc(N2C(=O)C(O)=C(C(=O)c3cccs3)C2c2cccc(O)c2)no1 (stereo not given)
13.7,i,1.0,CSc1ccccc1NC(=O)CN(C)C(=O)CCc1c[nH]c2ccccc12
15.7,i,-1.1,CC(=O)CSc1nnc(NC(=O)CCc2ccccc2)s1
15.2,i,-1.1,O=C(Nc1ccc(S(=O)(=O)NC2=NCCCCC2)cc1)C1COc2ccccc2O1 (stereo not given)
7.0,i,-1.0,CCCC1=[N+](CC(=O)c2ccccc2)CCn2cccc21
-2.9,i,-1.2,Cc1ccc(S(=O)(=O)NN2C(=O)c3ccccc3NC2(C)C)cc1
7.5,i,-1.2,CC1(C)Cc2cccc(OCC(=O)O)c2O1
19.1,x,-0.2,C=CCC[C@@H](Cc1ccc(F)cc1)C(=O)OC[C@@H](C)NC(=O)[C@@H](CC=C)CC(=O)N[C@H](CO)Cc1ccccc1
5.8,i,0.1,Cc1[nH]n(-c2ccccc2)c(=O)c1C(C[N+](=O)[O-])c1ccc(F)cc1 (stereo not given)
13.1,i,-1.5,CCCCCCCC(=O)NC(Nc1ccc(S(N)(=O)=O)cc1)C(Cl)(Cl)Cl (stereo not given)
27.5,i,-1.6,Cc1cc(/C=C2\SC(=Nc3ccc(F)cc3)NC2=O)c(C)n1-c1ccc(S(N)(=O)=O)cc1
11.4,i,1.9,COc1ccc(C2C(C(C)=O)=C(O)C(=O)N2CCc2c[nH]c3ccccc23)cc1OC (stereo not given)
8.4,x,0.3,COc1ccc2c(c1)[C@H]1[C@H](CO2)[C@H](c2ccccc2)[C@]2(C)C(=O)Nc3cc(OC)c(OC)cc3C(=O)N12
22.1,i,0.4,COC(=O)c1cc(OC)c(OC)cc1N
36.5,i,1.0,COc1ccc(CNC(=O)c2cccc(-c3ccc(C)c4ccccc34)n2)cc1
13.3,i,0.4,COc1ccc(C)cc1S(=O)(=O)N1CCCC(C(=O)NC2CC2)C1 (stereo not given)
-4.3,i,-0.2,CN(CC(=O)Nc1ccc(N2CCOCC2)cc1)CC(=O)Nc1cccc(C#N)c1
2.7,i,-0.2,COc1ccc(C(=O)Sc2ccc(Cl)cc2)cc1OC
-3.2,i,-0.3,CCOc1cccc(-c2nnc3sc(-c4cc(OC)c(OC)c(OC)c4)nn23)c1
16.8,i,-1.3,CCOC(=O)c1oc2ccccc2c1N
14.7,i,-1.4,O=C(N/C(=C\c1ccc(Br)cc1)C(=O)N1CCOCC1)c1ccco1
22.5,i,-0.5,CN(C(=O)c1ccc(-c2nn(C)c(=O)c3ccccc23)cc1)C1CCCCC1
21.4,i,-0.8,Cc1onc(-c2ccccc2)c1-c1n[nH]c(=S)n1-c1ccccc1Cl
22.9,i,-0.1,O=C(c1ccc(OC2CCN(C/C=C/c3ccc(F)cc3)CC2)cc1)N1CCCCC1

(more compounds)
OX1R FRET antag,KCNQ2 block,STK33 kinase inh,Molecule
12.8,i,-1.4,Cc1ccnc(SC2CC(=O)N(c3ccc([N+](=O)[O-])cc3)C2=O)n1 (stereo not given)
3.7,x,-1.4,CCC(C)Sc1ccc([C@@H]2[C@@H]3C(=O)N(CC)C(=O)[C@@H]3[C@]3(C(=O)OC)CCCCN23)cc1OC (stereo not given in full)
4.6,i,-1.5,COc1ccc(C2CC(C)=NN2C=O)cc1OC (stereo not given)
6.9,i,-0.5,Cc1ccc(CNC(=O)C2CCCN2S(=O)(=O)c2ccc3c(c2)C(C)(C)C(=O)N3C)cc1 (stereo not given)
21.1,i,-1.1,COc1ccc(Cl)cc1S(=O)(=O)N1CCC(C(=O)NCCC2=CCCCC2)CC1
11.7,i,-1.4,O=C(COc1ccc(Br)cc1Br)NC(=S)Nc1cccc(CO)c1
2.7,i,-1.1,CC(=O)NC(N1CCCCC1)C(F)(F)C(F)(F)C(F)(F)C(F)F (stereo not given)
-0.5,i,-0.9,CCn1cc(/C=C(\NC(=O)c2ccccc2F)C(=O)NCCCN2CCOCC2)c2ccccc21
17.0,i,-0.8,COc1ccccc1N(CC(=O)Nc1ccc(F)c(F)c1)S(C)(=O)=O
6.0,i,0.9,CCCCS(=O)(=O)N1CCC(C(=O)Oc2ccccc2OC)CC1
10.0,i,-0.4,O=C(N/N=C/c1ccccn1)C1CC1
49.0,i,2.4,O=c1oc2ccccc2cc1-c1cn(-c2ccccc2)c(=S)[nH]1
3.6,x,-1.8,O=C(COc1ccc(F)cc1)NCC1(N2CCOCC2)CCCCC1
0.1,i,-2.2,CCn1ncc(/C=N\NC(=O)COc2ccccc2)c1C
6.8,i,-0.8,O=C(Nc1ccccc1Cl)C1(c2ccccc2)CC1(Cl)Cl (stereo not given)
35.9,i,-1.5,O=C(O)C1CCC(N2C(=O)c3cccc([N+](=O)[O-])c3C2=O)CC1 (stereo not given)
-3.4,i,10.2,COc1ccccc1NS(=O)(=O)c1ccc2oc(=O)ccc2c1
1.9,i,-1.5,Cc1ccc(OCC(=O)Nc2ccc3c(c2)nc(CCN2CCOCC2)n3C)cc1
19.4,i,2.5,CC(C)(C)C(=O)Nc1nnc(SCC(=O)NC2CCCC2)s1
10.8,i,-0.4,CC(NC(=O)C1CCC(CNC(=O)[C@@H]2Cc3ccccc3CN2)CC1)c1ccccc1 (stereo not given in full)
22.6,i,1.0,O=C1/C(=C/C=C/c2ccccc2)Oc2c1ccc(O)c2CN1CCN(CCO)CC1
0.1,i,0.8,Cc1c(C)c2cc3c(C)coc3cc2oc1=O
10.1,i,x,Cc1ccn2cc(-c3ccc(NS(=O)(=O)c4ccccc4)cc3)nc2c1
8.2,i,0.4,C/C(=N\NC(=S)NC1CCCCC1)c1ccc(C)o1
11.4,i,1.4,COc1ccccc1N/C=C1/Sc2cc(Cl)ccc2NC1=O

Structures shown so far that contain a CF3 group, in the order listed:
OX1R FRET antag,KCNQ2 block,STK33 kinase inh,Molecule
3.8,x,1.0,CCN(C(=O)Cn1ccc(C(F)(F)F)n1)c1c(N)n(Cc2ccccc2)c(=O)[nH]c1=O
x,i,-1.3,O=C(c1ccc(NS(=O)(=O)c2cccc(C(F)(F)F)c2)cc1)N1CCCC1
11.5,i,-3.0,CCOC(=O)NC(=O)CSc1nc(C)cc(C(F)(F)F)c1C#N

Sorted by formula weight (rising): three of the compounds above.
OX1R FRET antag,KCNQ2 block,STK33 kinase inh,Molecule
19.4,i,2.5,CC(C)(C)C(=O)Nc1nnc(SCC(=O)NC2CCCC2)s1
17.0,i,-0.8,COc1ccccc1N(CC(=O)Nc1ccc(F)c(F)c1)S(C)(=O)=O
11.7,i,-1.4,O=C(COc1ccc(Br)cc1Br)NC(=S)Nc1cccc(CO)c1

The results go on:
OX1R FRET antag,KCNQ2 block,STK33 kinase inh,Molecule
4.0,i,0.9,C/C(Cc1ccccc1)=N\NC(=O)CNC(=O)c1ccccc1Br
15.1,i,-0.7,Nn1c(SCC(=O)Nc2ccc3c(c2)OCO3)nnc1C1CC1
56.1*,i,0.6,O=C(COC(=O)c1cc(-c2ccc(Cl)s2)nc2ccccc12)NCc1ccco1
x,i,0.1,CC1CCCCC12NC(=O)N(CC(=O)Nc1cccnc1Cl)C2=O (stereo not given)
22.1,i,-1.9,CC(C)CN(C(=O)CN(C)S(=O)(=O)c1ccc(Cl)cc1)C1CCS(=O)(=O)C1 (stereo not given)
